Source: PubChem
Tau ThT inhib: qHTS for Inhibitors of Tau Fibril Formation, Thioflavin T Binding; Potency, µM (top dose mostly 57.4 µM), without a hit: top-dose activity, negative = inhibition, actives largely listed as inhibitors; recombinant tau K18 P301L, heparin-induced fibrillization, ThT fluorescence; 2.1% of 270,000 active; active = well fitted inhibition curve with a large enough effect; inconclusive = small, poorly fitted or top-dose-only effect; also: nearly all actives have a fitted effect of over 55% in size
Target sequence (P10636 561-689 P618L limits assumed): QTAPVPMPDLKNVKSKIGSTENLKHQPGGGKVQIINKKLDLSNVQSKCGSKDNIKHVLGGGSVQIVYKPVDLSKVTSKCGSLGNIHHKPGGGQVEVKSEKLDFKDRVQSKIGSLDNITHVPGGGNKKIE
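Fibril formation assay: tau K18 P301L at 15 uM with trace Alexa 594 label, heparin inducer 20 uM, pH 7 sodium acetate buffer, 37 C for 6 hr; endpoint ThT signal.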
Lamin A splicing: qHTS Assay for Modulators of Lamin A Splicing; HeLa LMNA splicing GFP/RFP minigene ratio, 48 h; Potency, µM (titrated, usually from 46.1 µM), inactives show top-dose ratio change, negative = inhibition, usual class: inhibitors; 0.01% of 200,000 active; active = well fitted inhibition curve with a large enough effect in the signal ratio, with a control signal flat, not every such curve was filed as active; inconclusive = small, poorly fitted or top-dose-only effect, or effect the other way, or a change in a side signal; the % refers to the signal ratio
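S3 HeLa stable clones carrying a lamin A-EGFP splicing minigene plus DsRed2 were seeded at 600 cells/well in Opti-MEM with 2% FBS, pin-dosed and incubated 48 h at 37°C. Acumen cytometry (488 nm) gave the GFP/RFP total-intensity ratio.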
* marks the source's active call; other numbers are inactive results; u = inconclusive; [ ] = another dose, or the depositor's remark. % is scaled to controls: 0 for no effect and ±100 for the full control effect; potency is read from the fitted curve at half-maximal effect. Only part of the results is shown (hit frequency here may not be typical).

Below each SMILES – Tau ThT inhib	Lamin A splicing
> CCC(=O)N1CCc2cc(CNS(=O)(=O)c3ccc(CC(C)C)cc3)ccc21
    -5.6%	u
> COc1ccc(NC(=O)CSc2nnc(NC(=O)Nc3ccc(OC)cc3)s2)cc1
    -3.9%	u
> COc1ccc(C(=O)c2oc3ccccc3c2NC(=O)COc2cccc(C)c2)cc1
    -2.2%	8.4%[46 µM]
> COc1ccc(-c2nc(C)c(CCNC(=O)c3cccs3)s2)cc1OC
    u	-14.6%[46 µM]
> CCC(=O)N1c2ccccc2CC1C(=O)N1CCN(c2cccc(OC)c2)CC1 (stereo not drawn)
    5.6%	12.9%[46 µM]
> Cc1ccc(C)c(N2CCN(c3nc4ccccc4n4c(C)nnc34)CC2)c1
    -9.8%	u
> Cc1cccc(N(C)C(=O)CSc2nc3ncccc3o2)c1
    -9.9%	-28.6%[46 µM]
> COc1cccc2cc(-c3nnc(Nc4c(F)cccc4F)s3)c(=O)oc12
    6.6%	17.8%[46 µM]
> COc1cc(NS(=O)(=O)c2ccc3[nH]c4c(c3c2)CCCC4)cc(OC)c1OC
    -12.6%	u
> CN(C)CCNc1ncnc2c1cnn2-c1cccc(Cl)c1
    -0.5%	-11.9%[46 µM]
> O=S(=O)(NCCc1ccc(Cl)cc1)c1ccc(N2CCCCS2(=O)=O)cc1
    0.8%	-11.4%[46 µM]
> COC(=O)Cn1c(=NC(=O)c2ccc3c(c2)OCCO3)sc2ccccc21
    4.5%	5.7%[46 µM]
> O=C(Cc1ccc(NC(=O)N2CCCCc3ccccc32)cc1)NCc1cccc(Br)c1
    -7.3%	-12.0%[46 µM]
> CCCCSCCCNC(=O)c1cc(-c2cccnc2)nc2ccc(S(=O)(=O)N3CCC(C)CC3)cc12
    -2.4%	6.9%[46 µM]
> COc1ccc(N2CCN(Cc3cccn3-c3nnc(N4CCN(C5CCCCC5)CC4)s3)CC2)cc1
    u	u
> COc1ccc(C2CC(=O)NC(NC(=O)c3ccc(Br)cc3)=N2)c(OC)c1OC (stereo not drawn)
    4.2%	u
> COc1ccc(Cl)cc1NC(=O)CSc1nc2c([nH]c3ccccc32)c(=O)n1-c1ccccc1
    -6.5%	u
> Cc1ccc(-n2ncc3c(N4CCCCCC4)ncnc32)cc1C
    u	u
> CC(C)c1ccc(Nc2ncnc3onc(-c4ccc(F)cc4)c23)cc1
    -1.8%	u
> CCOC(=O)C1CCC(CN(Cc2ccccc2)S(=O)(=O)c2ccc(Br)cc2)CC1 (stereo not drawn)
    -3.8%	-7.6%[46 µM]
> Cc1ccc(Cl)cc1Nc1nn2c(=O)c3ccc(C(=O)N4CCCC(C)C4)cc3nc2s1 (stereo not drawn)
    6.1%	-19.5%[46 µM]
> O=C(COc1ccc(F)cc1)NCc1ccc2c(c1)CCN2C(=O)c1ccccc1
    6.2%	-1.3%[46 µM]
> CCOC(=O)c1cc(-c2ccccc2)n(CCC(=O)Nc2ccc(C(F)(F)F)cc2)c1C
    0.7%	-4.2%[46 µM]
> CCOc1ccc2nc(N(Cc3cccnc3)C(=O)c3ccc4c(c3)OCCO4)sc2c1
    -7.2%	-6.9%[46 µM]
> Cc1nn(C)c2c1c(C(F)(F)F)cc(=O)n2CC(=O)N1CCN(c2ccccc2F)CC1
    -13.9%	4.2%[46 µM]
> O=C(CSC1=Nc2ccccc2C2=NC(Cc3ccccc3)C(=O)N12)Nc1cccc(Cl)c1 (stereo not drawn)
    3.1%	u
> Cc1ccc(CNC(=O)Cn2c(=O)cc(-c3ccccc3)c3c(C)nn(C)c32)cc1
    -10.5%	-0.1%[46 µM]
> CCN(C(=O)Cn1c(SCc2ccccc2F)nc2cccnc21)c1ccccc1
    2.8%	-12.1%[46 µM]
> CCCCCNC(=O)C1CCC(Cn2c(=O)c3sccc3n(CC(=O)N3CCCC3)c2=O)CC1 (stereo not drawn)
    -1.8%	u
> CCCCNC(=O)c1ccc2c(c1)N(CC)C(=O)c1ccccc1S2
    10.8%	-6.4%[46 µM]
> Cn1nnc2c(N3CCCCC3)ncnc21
    -4.4%	7.5%[46 µM]
> O=C(CSc1nnc(-c2ccncc2)n1-c1ccccc1)Nc1ccc(F)cc1
    2.5%	-10.9%[46 µM]
> O=C(Nc1ccc2nc(SCC(=O)N3CCCC3)sc2c1)c1cccc(Br)c1
    -10.9%	-14.8%[46 µM]
> COc1cc2c(cc1OC)n(CC(=O)c1cccc(Cl)c1)c(=O)n1nc(CCn3nc(C)cc3C)nc21
    10.3%	-15.5%[46 µM]
> Cc1ccc2c(c1)-c1c(c(C(=O)NCCc3ccccc3)nn1C)CS2
    u	u
> CC(C)N(Cc1ccccc1)C(=O)c1cc2ccc3cccnc3c2[nH]1
    u	u
> COc1ccc(OCC(=O)Nc2ccc3nn(-c4ccc(OC)cc4)nc3c2)cc1
    u	u
> Cc1ccc(Cc2nc3ccccc3nc2SCC(=O)NCCc2ccccc2)cc1
    6.0%	2.3%[46 µM]
> Cc1ccc(-n2ncc(C(=O)N3CCN(c4cccc(C)c4)C(C)C3)c2C2CCN(C(=O)OC(C)(C)C)CC2)cc1 (stereo not drawn)
    -10.9%	u
> CC(C)c1nn2c(=O)cc(COC(=O)c3ccccc3NC(=O)c3cccc(Cl)c3)nc2s1
    -2.6%	-2.9%[46 µM]
> CC(NC(=O)c1ccccc1NC(=O)c1nsc2ccccc12)c1ccccc1 (stereo not drawn)
    6.9%	u
> Cc1cc(C)cc(-n2ccn(CC(=O)Nc3ccccc3F)c(=O)c2=O)c1
    u	1.0%[46 µM]
> CCC1Oc2ccc(C)cc2N(CC(=O)NCc2ccc(F)cc2)C1=O (stereo not drawn)
    -2.8%	-17.5%[46 µM]
> CCN(Cc1ccccc1)c1ncnc2c1cnn2-c1ccc(F)cc1
    -22.4%	-8.0%[46 µM]
> COC(=O)c1c(-c2ccc(Cl)cc2)noc1N1CCN(c2ccccc2OC)CC1
    u	u
> Cc1nnc(NC(=O)CSCc2cc(=O)c3ccc(C)c(C)c3[nH]2)s1
    -5.4%	-4.9%[46 µM]
> O=C(c1cccc([N+](=O)[O-])c1)N1CCN(CCc2ccncc2)CC1
    -2.2%	13.3%[46 µM]
> CCOc1ccccc1CNC(=O)c1cnc2sc(N3CCCCCC3)nn2c1=O
    -10.5%	u
> CN1CCN(C(=O)c2cnn(-c3ccc(F)cc3F)c2C2CCN(C(=O)OC(C)(C)C)CC2)CC1
    4.2%	11.4%[46 µM]
> O=C1Cc2cc(S(=O)(=O)Nc3ccc(OC(F)(F)F)cc3)cc3c2N1CCC3
    -0.5%	17.2%[46 µM]
> COc1ccc(C)cc1NC(=O)c1oc2ccc(S(=O)(=O)N3CCCCC3)cc2c1C
    2.6%	20.8%[46 µM]
> O=C(COc1ccccc1)NCCc1csc(-c2ccc(Cl)cc2)n1
    u	u
> Cc1cccc(S(=O)(=O)c2cn(C)c3cc(N4CCN(c5ccccc5)CC4)c(F)cc3c2=O)c1
    4.0%	-3.3%[46 µM]
> COc1ccc(Cn2ccnc2SCC(=O)Nc2ccc3c(c2)OCCO3)cc1
    -3.0%	3.9%[46 µM]
> O=C(Nc1ccc2c(c1)N(C1CCCC1)C(=O)c1ccccc1S2)c1cccc(F)c1
    6.7%	u
> COC(=O)c1ccccc1NC(=O)CSc1nc2ccccc2nc1Cc1ccccc1OC
    -3.8%	u
> CCOC(=O)N1CCc2c(sc3c2C(=O)NC(c2cc(OC)c(O)c(OC)c2)N3)C1 (stereo not drawn)
    11.2µM*	0.6%[46 µM]
> Cc1cccc(-n2nnc(-c3nc(-c4ccccc4)no3)c2N)c1C
    -2.6%	7.3%[46 µM]
> COC(=O)c1scc(-c2ccccc2)c1S(=O)(=O)Nc1ccc(C)c(Cl)c1
    -2.5%	-7.6%[46 µM]
> CCOc1ccc(CNC(=O)C2CCN(S(=O)(=O)c3cn(C)cn3)CC2)cc1OC
    0.9%	-6.4%[46 µM]

Remaining list, next part
smiles | Tau ThT inhib | Lamin A splicing
Cc1oc2ncnc(N3CCOCC3)c2c1C(=O)NCc1ccccc1 | -16.3% | 23.4%[46 µM]
COc1ccc(CN(C(=O)Nc2cc(C)ccc2C)C2CCN(C(C)=O)CC2)cc1 | 4.7% | 17.1%[46 µM]
Cc1cc(C)cc(-n2ccn(CC(=O)Nc3cc(C)ccc3C)c(=O)c2=O)c1 | u | -0.1%[46 µM]
CCOC(=O)c1cc(-c2ccccc2)n(CC(=O)N(C)c2ccc(OC)cc2)c1C | u | 4.6%[46 µM]
CCOC(=O)c1c(S(=O)(=O)N2CCC(C(=O)NCc3ccccc3Cl)CC2)c(C)n(C)c1C | 14.9% | u
Cc1cc(-n2c(C)nc3ccccc3c2=O)ccc1NC(=O)c1cccc([N+](=O)[O-])c1 | u | 1.7%[46 µM]
COc1ccc(N2CCN(C(=O)C3CCN(S(=O)(=O)c4cccc5nonc45)CC3)CC2)cc1 | 4.2% | -5.3%[46 µM]
CC(=O)N1CCc2cc(CNS(=O)(=O)c3ccc(Cl)s3)ccc21 | 3.9% | -10.9%[46 µM]
Cc1cccc(OCC(=O)NCC2(N3CCN(C)CC3)CCCCC2)c1 | 2.1% | 22.5%[46 µM]
COc1ccc(CCNC(=O)Cn2c(=O)c3cccn3c3ccc(F)cc32)c(OC)c1 | u | u
CCOC(=O)c1ccc(NC(=O)C2CCN(S(=O)(=O)c3ccc4c(c3)CCCC(=O)N4)CC2)cc1 | -9.7% | -7.5%[46 µM]
Cc1ccc(C(=O)NCc2ccc(N(C)C)cc2)cc1NC(=O)c1nsc2ccccc12 | -16.0% | -11.9%[46 µM]
O=C(NCC(c1cccs1)S(=O)(=O)c1cccs1)c1cccc(F)c1 (stereo not drawn) | -1.9% | 16.1%[46 µM]
COC(=O)c1c(-c2cccs2)csc1NC(=O)COc1ccc(C(C)(C)C)cc1 | u | u
O=C(NCCc1csc(-c2ccc(F)cc2)n1)c1ccco1 | -8.8% | 17.0%[46 µM]
O=C(Nc1cc(Cl)ccc1Cl)c1cc(S(=O)(=O)N2CCc3ccccc3C2)ccc1F | 3.5% | 21.1%[46 µM]
CCOC(=O)CSc1nc2c([nH]c3ccccc32)c(=O)n1-c1ccc(OC)cc1 | 9.8% | 6.7%[46 µM]
O=c1c(N2CCN(c3cccc(C(F)(F)F)c3)CC2)csc2ccccc12 | u | 22.1%[46 µM]
O=C(CN1C(=O)CCc2cc(S(=O)(=O)N3CCOCC3)ccc21)NCc1ccccc1Cl | 5.9% | -9.9%[46 µM]
COc1ccc(CCNC(=O)c2c(C)oc3nc(C)nc(N4CCOCC4)c23)cc1OC | -4.7% | -15.7%[46 µM]
COc1ccc(C(=O)Nc2ccc3c(c2)CCCN3S(=O)(=O)c2ccc(C)cc2)c(OC)c1 | 0.2% | -6.9%[46 µM]
CCC1=Nc2cc(C(=O)NCCCOC(C)C)ccc2Sc2ccc(C)cc21 | 2.2% | u
C=CCc1c(C)nc2nc(SCC(=O)Nc3ccc(OCC)cc3)nn2c1C | -6.5% | u
COc1ccc(C)cc1S(=O)(=O)Nc1cccc(-c2ccc(N3CCCC3)nn2)c1 | 0.6% | 0.8%[46 µM]
Cc1cc(C)cc(NC(=O)CCS(=O)(=O)c2ccc3c(c2)oc(=O)n3C)c1 | -3.9% | -9.4%[46 µM]
Cc1ccccc1C(=O)Nc1ccc(C(=O)OCc2cc(=O)n3nc(C(C)C)sc3n2)cc1 | 3.3% | u
CN(c1ccccc1)S(=O)(=O)c1nnc(NC(=O)c2ccco2)s1 | -11.7% | u
CCOc1ccc(CC(=O)NC2CC(=O)N(c3ccc(C)c(C)c3)C2)cc1 (stereo not drawn) | 3.4% | 3.7%[46 µM]
Cn1cnc(S(=O)(=O)N2CCCC(C(=O)Nc3cccc(C#N)c3)C2)c1 (stereo not drawn) | -4.7% | -4.9%[46 µM]
COc1ccc(OC)c(NC(=O)c2c(NCc3ccc(OC)c(OC)c3)sc3c2CCC3)c1 | u | u
Cc1cc(C)c2c(c1)c(C)cc1nnc(SCc3ccccc3C#N)n12 | -6.6% | -6.2%[46 µM]
CC(C)NC(=O)CCCN1C(=O)CCn2nc(-c3cccn3C)cc21 | -11.2% | 9.9%[46 µM]
Cc1ccc(NC(=O)c2sc3nc(-c4ccc(F)cc4)cn3c2C)c(C)c1 | u | -8.8%[46 µM]
Cn1nnc2c(NCc3c(F)cccc3F)ncnc21 | -2.2% | -5.6%[46 µM]
COc1ccc(CNC(=O)Cn2c(=O)nc(-c3ccccc3F)c3cc(Cl)ccc32)cc1OC | -11.3% | u

Exported as labelled records: 4 of the compounds above.
> COc1ccc(OC)c(NC(=O)c2c(NCc3ccc(OC)c(OC)c3)sc3c2CCC3)c1
  Tau ThT inhib: u	Lamin A splicing: u
> Cc1cc(C)c2c(c1)c(C)cc1nnc(SCc3ccccc3C#N)n12
  Tau ThT inhib: -6.6%	Lamin A splicing: -6.2%[46 µM]
> CC(C)NC(=O)CCCN1C(=O)CCn2nc(-c3cccn3C)cc21
  Tau ThT inhib: -11.2%	Lamin A splicing: 9.9%[46 µM]
> Cc1ccc(NC(=O)c2sc3nc(-c4ccc(F)cc4)cn3c2C)c(C)c1
  Tau ThT inhib: u	Lamin A splicing: -8.8%[46 µM]
